12-LOX inh – blocks human arachidonate 12S-lipoxygenase. P18054. purified 12hLO, xylenol orange hydroperoxide absorbance. Potency, µM (titrated, usually from 108 µM), inactives show top-dose activity change, negative = inhibition, actives largely listed as inhibitors. 580,000 compounds, 1.1% hits. AID 1671190; active means well fitted inhibition curve with a large enough effect; inconclusive means small, poorly fitted or top-dose-only effect, or another doubt; inactive means no such curve, though single readings can be large or run the other way
Target sequence (P18054 whole entry, looked up): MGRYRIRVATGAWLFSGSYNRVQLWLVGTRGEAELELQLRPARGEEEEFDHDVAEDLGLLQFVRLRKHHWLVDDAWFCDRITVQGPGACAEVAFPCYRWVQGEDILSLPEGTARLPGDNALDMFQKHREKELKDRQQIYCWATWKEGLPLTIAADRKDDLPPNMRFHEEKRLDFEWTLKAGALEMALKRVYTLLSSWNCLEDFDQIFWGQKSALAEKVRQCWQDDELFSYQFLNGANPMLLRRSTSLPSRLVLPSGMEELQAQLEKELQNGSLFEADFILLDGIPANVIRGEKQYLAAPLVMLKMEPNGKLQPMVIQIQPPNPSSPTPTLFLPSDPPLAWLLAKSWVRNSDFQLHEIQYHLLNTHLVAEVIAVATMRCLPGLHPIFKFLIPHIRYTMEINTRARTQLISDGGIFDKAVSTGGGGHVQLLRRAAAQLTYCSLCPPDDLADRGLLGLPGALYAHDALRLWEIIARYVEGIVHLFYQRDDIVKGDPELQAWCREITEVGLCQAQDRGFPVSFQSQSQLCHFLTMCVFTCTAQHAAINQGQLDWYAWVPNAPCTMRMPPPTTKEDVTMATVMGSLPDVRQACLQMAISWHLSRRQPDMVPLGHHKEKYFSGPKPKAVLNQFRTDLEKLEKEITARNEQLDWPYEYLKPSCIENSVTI
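Purified human 12hLO at 150 nM in 25 mM Hepes, 0.01% Triton X-100, pH 7.0, preincubated 15 min at room temperature with compound. Reaction started with 40 uM arachidonic acid, 30 min at room temperature. Hydroperoxide measured by Fe-xylenol orange, 573/405 nm absorbance ratio.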
* hit, by the source's call; u = inconclusive; [ ] = another dose, or the depositor's remark. On the % scale 0 is the no-effect control and ±100 the full control effect; potency means the concentration at half of the fitted maximal effect. An excerpt. The share of hits here may be higher or lower than overall.

SMILES	12-LOX inh
CCCCNC(=O)C(NC(=O)Cc1cc(C(F)(F)F)cc(C(F)(F)F)c1)C(=O)c1ccccc1 (stereo not drawn)	-18.4%
O=c1ccn([C@@H]2O[C@H](CO)[C@H](O)[C@@H]2F)c(=O)[nH]1	-2.9%[57.4 µM]
COC(=O)C1=C(C(=O)OC)SC(=C(Cl)C(=S)Oc2ccccc2)S1	-0.7%
COc1ccc(-c2cc(C[C@@H]3CC[C@H](O)[C@@H](CNCc4cccc(OC)c4)O3)no2)cc1	4.8%
CC(=O)ON=C1C(c2c(O)[nH]c3cc(Br)ccc23)=Nc2ccccc21	-8.9%[57.4 µM]
COc1cccc(C(=O)/C(=C/c2ccccn2)c2nc3ccccc3o2)c1	u
O=C(CCC1CCCC1)NCC12CC3CC(CC(C3)C1)C2	-45.8%
CC(C)(C)C(=O)N[C@H]1CO[C@H]2[C@@H]1OC[C@@H]2Nc1nccc(-c2cccc(F)c2)n1	-19.8%[176 µM]
Cc1ccc(C(=O)NC(C)c2cccc(C(F)(F)F)c2)cn1 (stereo not drawn)	-8.3%
CCC(Sc1nc2ccncc2[nH]1)C(=O)Nc1ccc(C)cc1 (stereo not drawn)	u
CCCCC(CC)C(=O)Nc1ccccc1F (stereo not drawn)	7.4%
O=C(NC1CCCN(c2nc3ncccc3o2)C1)c1ccc(F)cc1 (stereo not drawn)	46.0%[activator][176 µM]
CCN1[C@@H]2c3ccc(-c4ccc(OC)cc4)c(=O)n3C[C@@H]2[C@@H](CO)[C@@H]1C(=O)NCCN1CCCCC1	u
O=C1C2CN(Cc3ccncc3Cl)CCC2OCCN1Cc1ccccc1 (stereo not drawn)	70.0%[activator][176 µM]
CCc1[nH]nc2c1C1(C(=O)Nc3ccc(Cl)cc31)C(C#N)=C(N)O2 (stereo not drawn)	u
CC(=O)N1CC2(CCN(Cc3ncccn3)CC2)CC1C(=O)O (stereo not drawn)	73.6%[activator]
CCC1CN(CCNC(=O)c2cc3ccccc3oc2=O)Cc2cc(OC)ccc2O1 (stereo not drawn)	12.0%
CCn1cnc2sc(C(=O)N3CCN(Cc4ccc5c(c4)OCO5)CC3)c(C)c2c1=O	-8.6%[57.4 µM]
O=C(c1ccc2c(c1)OCO2)N1CCCN(C(=O)C2CC2)c2ccccc21	112.6%
C=C(C)Cn1c(N(CC)CC)nc2c1c(=O)n(C)c(=O)n2C	-48.8%
CC(C)(C)C(=O)Nc1cccc(C(=O)Oc2ccccc2C#N)c1	u
COc1ccc(CCc2nc(-c3nnn4c3COC(c3ccc(Cl)cc3)C4)no2)cc1 (stereo not drawn)	-6.4%
CCCNc1nc2ccccc2nc1S(=O)(=O)Cc1ccc(Cl)cc1	u
COCCNc1ccc(-c2noc([C@@H]3CCCN3C3CCOCC3)n2)cn1	39.7%[activator][176 µM]
Cc1ccc(OC2(C(=O)NCC3COc4ccccc4O3)CCNCC2)cc1 (stereo not drawn)	60.8%[activator]
OC[C@@H]1CN(c2ccc(-c3nc(-c4cccc(C(F)(F)F)c4)no3)cn2)C[C@H]1CO	8.5%
COCCNc1nc2c([S+](=O)([O-])c3ccc(OC)cc3)nnn2c2ccccc12	0.0%[6.33 µM]
COCCn1nc2n(c1=O)CCN(S(=O)(=O)c1ccc(Cl)s1)CC2	7.1%
Cn1cnnc1CC1CCN(C(=O)Cc2ccccc2)CC1	1.7%
CN1C(=O)CCC2(CNC(=O)C3CCCC3)CCC=C12 (stereo not drawn)	5.4%
C[S+](=O)([O-])N1Cc2ccccc2OC2(CCN(C(=O)c3ccc4[nH]ccc4c3)CC2)C1	9.6%[6.33 µM]
Cn1cc(-c2nc3cnc(N4CCNCC4)nc3n(CCc3ccccc3)c2=O)c2ccccc21	1.6%
COc1ccc(NC(=O)c2n[nH]c3ccccc23)cc1NS(=O)(=O)c1ccc(F)cc1	7.2%
O=C(c1ccc2[nH]ccc2c1)N1CCC2(CC1)N=C(c1ccc(Br)cc1)NO2	-2.4%
O=C(CSc1nc(-c2ccc3c(c2)OCO3)nc2cc(=O)[nH]n12)NCCc1ccccc1	0.2%
CC(C)NC(=O)CSc1nnc(NC2CC2)s1	-39.4%
CCCN1C(=O)C2(C(C(=O)c3ccc(C)o3)=C(O)C(=O)N2CCN(C)C)c2ccccc21 (stereo not drawn)	-5.0%
O=C(CSc1nnc(-c2cccs2)o1)NCCc1ccc(F)cc1	21.6%
COc1ccccc1OCCNC(=O)C1CCCCC(=O)N1 (stereo not drawn)	26.3%
COc1ccc(Cn2c(C3CCN(C(=O)c4ccc(F)cc4Cl)CC3)n[nH]c2=O)cc1	-19.3%
COC(=O)c1cc(NC(=O)C(C)N(c2ccc(C)c(C)c2)S(C)(=O)=O)ccc1Cl (stereo not drawn)	-2.4%
Cc1noc2c(Nc3ccc(Cl)cc3)cc(-c3cccnc3)nc12	19.0%[176 µM]
CCOc1ccc(NC(=O)COc2ccccc2C)c2cccnc12	33.0%[activator]
O=C(CCc1ncc(-c2ccccc2F)o1)N1CCOCC1	-5.4%
O=C(Nc1ccccc1C(F)(F)F)c1c(Cl)cccc1Cl	-9.3%
CC(C)c1noc(C2CCCN(Cc3cccnc3)CCC(=O)NCC2)n1 (stereo not drawn)	50.7%[activator]
COc1ccc(NC(=O)C(c2ccnc3ccccc23)n2c(=O)c(-c3ccccc3)nc3ccccc32)cc1 (stereo not drawn)	-9.5%
Nc1nc(N2CCOCC2)nc2c1C(C(=O)Nc1ccc(Br)cc1)CC(=O)N2 (stereo not drawn)	u
CC(=O)c1c(C)[nH]c(C(=O)C(C)OC(=O)c2ccc(C)c(O)c2)c1C (stereo not drawn)	u
CCCCn1nnnc1CSc1nnc(-c2ccccc2)n1-c1ccccc1	8.8%
Cc1cc(=O)n(CC(=O)Nc2ccc(C)c(C)c2)c(N2CCC(C)CC2)n1	30.7%
CCc1nc2ccc(C(=O)NCCCN(CC)CC)cc2nc1CC	-6.6%
COc1ccc(NC(=O)CN(C)CC(=O)Nc2ccccc2)cc1	-3.0%
O=C(CN1CC2CC(C1)[C@H]1CCCC(=O)N1C2)N1CCN(c2cccc(Cl)c2)CC1 (stereo partly drawn)	6.4%
Cc1nc([C@@H]2CN(C(=O)CCc3nc4ccccc4[nH]3)C[C@H]2C(N)=O)n[nH]1	18.2%
O=Cc1ccc(N2CCN(C(=O)N3CCCCC3)CC2=O)cc1	7.1%[6.33 µM]
Cc1noc([C@@H]2C[C@H](NC(=O)c3ccccc3)CN2C)n1	54.4%[activator][176 µM]
Cc1ccc(NC(=O)c2ccc(OCc3ccccc3)cc2)cc1	-1.7%
CC(=O)N1CCC2(CC1)CN(C(=O)c1ccnc(N)c1)Cc1ccccc1O2	2.1%[6.33 µM]
CN1C(=O)C2(CCN(S(=O)(=O)c3ccccc3)C2)c2ccccc21 (stereo not drawn)	u
Next part
SMILES	12-LOX inh
COc1cc(F)ccc1-c1cc2c(nc1OC)nc(CC1CC1)n2C	17.8%[176 µM]
COc1ccc(C2=NOC3(CCN(C(=O)c4ccc(C)cc4)C3)C2)cc1 (stereo not drawn)	52.2%[activator]
COc1cc(C)c(Br)cc1S(=O)(=O)N1CCCCC1C (stereo not drawn)	7.9%
O=C(O)c1ccc(C(=O)c2ccc(Br)cc2)cc1	-0.5%
Nc1nnnn1CC(=O)NCc1cccnc1Oc1ccc(F)cc1F	30.9%[activator]
COc1ccc(C)cc1NC(=O)C1CC(=O)N(c2n[nH]c3ccccc23)C1 (stereo not drawn)	21.4%
CCCCCC(=O)Nc1ccc(-c2csc(NC)n2)cc1	u
CCOCCOC1CCN(S(=O)(=O)c2ccc(OC)cc2)CC1	3.9%
O=C(CSc1nc2ccccc2nc1N1CCCC1)N1CCN(c2ccccc2)CC1	41.3%[activator]
Cc1cccc(NC(=O)NCC2CCOCC2)c1C	26.4%
COC(=O)C[C@@H]1CC[C@H](NS(=O)(=O)c2cccc(F)c2)[C@@H](CO)O1	3.3%
Cc1ccc(C(=O)N2CCC(c3nn(C)c(=O)[nH]3)CC2)cc1	40.9%[176 µM]
Cc1ccccc1OCC(=O)N1CCC2(CC1)NC(=O)N(Cc1ccccc1)C2=O	-1.4%
CCCN(CC(F)(F)F)C(=O)c1[nH]c(C)c(C(=O)OC)c1C	u
Cn1cc(-c2cc(=O)c3ccnc(NC4CCOCC4)c3o2)cn1	-3.1%[176 µM]
COc1ccc(C(=O)N2[C@@H]3CC[C@H]2CC(NC(=O)c2ccc(F)cc2)C3)c(OC)n1 (stereo partly drawn)	31.4%[activator]
Cc1ccc(N2CCN(C(=O)CCc3ccnc(N4CCOCC4)c3)CC2)cc1	61.7%[activator]
Cc1cccc(C)c1NC(=O)N1CCCC1c1nncn1C1CCCC1 (stereo not drawn)	-25.5%
COc1cccc(C=NNC(=S)NC2CC3CCC2C3)c1O (stereo not drawn)	-0.7%
CC(=O)c1ccc(S(=O)(=O)NCc2ccc(C(=O)N3CCN(c4cccc(C)c4)CC3)cc2)cc1	3.3%
Cc1cc2cc(-c3c(C)noc3C)nc(Nc3cccc(F)c3)c2o1	-15.2%[176 µM]
CN(CCCNC1CCC2(CCNCC2)CC1)c1ccccc1	10µM*
Cc1cccc(NC(=O)C2CCCCC(=O)N2)c1 (stereo not drawn)	1.2%
CCCNc1ncc(CN2CCC(Cc3nn(C)c(=O)n3CC)CC2)cn1	60.2%[activator]
CN(C)C[C@@H]1CN(Cc2ccccn2)C[C@H]1NS(=O)(=O)c1cccc(C#N)c1	92.5%[activator]
CCN(CC)c1ccc(NC(=O)CCc2c[nH]c3ccccc23)cc1	u
COc1ccc(NC(=O)C2CCN(C(=O)c3nnn4c3COC(c3ccc(C)cc3)C4)CC2)cc1 (stereo not drawn)	57.0%[activator]
CC(C)(CNC(=O)NCC1CCCC1)C(N)=O	7.2%
COc1ccc(CNC(=O)N2CCCC(Cc3nncn3Cc3ccccc3)C2)cc1 (stereo not drawn)	15.1%
CN(C)C(=O)C1CN(C(=O)NC2CCCCC2)CC12CCOCC2 (stereo not drawn)	15.7%
Cc1cccc(-c2cc(C(=O)Nc3cccc(C)n3)c3ccccc3n2)c1	u
CC(C)S(=O)(=O)N1CCC(OC2CCN(Cc3cccnc3)CC2)CC1	77.2%[activator]
O=C(Cn1nc2n(c1=O)CCCC2)N1CCN(c2ccc(F)cc2)CC1	46.2%[activator]
CNC(=O)[C@@H]1CN(C(=O)CCc2ccccc2OC)C[C@H]1COC	16.0%
CCC(CO)NC(=O)c1nc(Cc2c[nH]c3ccccc23)no1 (stereo not drawn)	14.2%
CC(C)c1ccc(Nc2n[nH]c(C(O)c3ccccc3)n2)cc1 (stereo not drawn)	52.2%[activator][176 µM]
CCOc1ccccc1Oc1coc2cc(OC(=O)c3ccc(C)cc3)ccc2c1=O	7.5%
Cc1ccc(N2CCC(NC(=O)CC(C)C)C2=O)cc1C (stereo not drawn)	34.9%
CCOc1nc2ccccc2nc1C(C#N)C(=O)NCc1ccccc1 (stereo not drawn)	-13.9%
CCC(CC)n1c(=O)n(Cc2ccc(C(=O)N(C)C)o2)c2cc(C(=O)O)cnc21	52.4%[activator]

6 structures already listed, arranged by number of heavy atoms, largest number first:
SMILES	12-LOX inh
COc1ccc(CNC(=O)N2CCCC(Cc3nncn3Cc3ccccc3)C2)cc1 (stereo not drawn)	15.1%
CCCNc1ncc(CN2CCC(Cc3nn(C)c(=O)n3CC)CC2)cn1	60.2%[activator]
Cc1cc2cc(-c3c(C)noc3C)nc(Nc3cccc(F)c3)c2o1	-15.2%[176 µM]
CN(C)C(=O)C1CN(C(=O)NC2CCCCC2)CC12CCOCC2 (stereo not drawn)	15.7%
CN(CCCNC1CCC2(CCNCC2)CC1)c1ccccc1	10µM*
CC(C)(CNC(=O)NCC1CCCC1)C(N)=O	7.2%

Further compounds.
SMILES	12-LOX inh
COCCNc1nccc(C2(c3ccccc3Cl)CCNCC2)n1	58.2%[activator]
O=C(NCCCOC1CCCCC1)c1cc(=O)[nH]c2ccccc12	u
Cc1noc([C@@H]2CN(S(=O)(=O)c3ccc4c(c3)OCCO4)C[C@H]2C(N)=O)n1	6.1%
Cc1cccc(C)c1NC(=O)C(C(C)C)N1C(=O)C(=O)c2ccccc21 (stereo not drawn)	-19.7%
CCc1nnc(CNC(=O)c2cc(S(N)(=O)=O)ccc2F)s1	-12.5%
COC(=O)c1nnn(CC(=O)Nc2ccc(C)cc2Cl)c1C(=O)OC	4.1%
COc1cccc(S(=O)(=O)N2CCCC(CN3CCOCC3)CC2)c1 (stereo not drawn)	19.1%
O=C(CSc1n[nH]c(-c2ccccc2F)n1)Nc1ccc(N2CCCCCC2)cc1	-15.6%
Cc1cc(C)cc(N(C(=O)C23CC4CC(CC(C4)C2)C3)C2C=CS(=O)(=O)C2)c1 (stereo not drawn)	-26.1%
Cc1[nH]c2ccccc2c1CC(=O)N1CCN(S(=O)(=O)c2ccccc2F)CC1	4.4%
Cc1cc(C(=O)N2Cc3nnc(C)n3C(C)C2)c(-c2ccccc2)o1 (stereo not drawn)	28.7%
CS(=O)(=O)Nc1cccc(-c2nccc(NCc3ccccc3)n2)c1	u
COc1cc(C)ccc1OCc1cccc(C(N)=O)c1	-1.1%
CC(=O)N1CCc2nn(CC(=O)Nc3ccccc3Cl)c(=O)cc2C1	2.6%
COc1ccc(Nc2nc(N3CCN(C(=O)c4ccco4)CC3)nc3c2cnn3C)cc1	-1.1%
CC1=C[C@@H](CNS(=O)(=O)c2ccc(F)cc2)[C@H](C(C)C)C[C@H]1CC(=O)NCCN(C)C	16.2%
Cc1nc2c(c(-c3ccc(O)cc3)n1)CN(C(=O)C(C)(C)C)CC2	-0.2%[176 µM]
COc1cc(OC)cc(C(=O)Nc2cccc(CCc3nc4ccc(C)cc4[nH]3)c2)c1	2.7%
